Screens from PubChem BioAssay.
AI-2 QS modul: modulators of Vibrio harveyi AI-2 quorum sensing system. Vibrio harveyi JMH597 AI-2 luminescence/OD600 ratio, 9 h; active compounds read low; strain lacks LuxN and CqsS sensors; 0 = neutral-control median. activity change, % at 7.5 µM. hit rate 0.4% among 300,000; in the data active = activity change below about -75%, passing the limit was not always enough; inconclusive = no clear call, values can overlap the other calls;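 note: luminescence divided by OD600 gain over 9 h not by final OD600 alone; inactives centre near 13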
HDAC3 inh: blocks human histone deacetylase 3 | recombinant HDAC3, fluorogenic peptide/trypsin coupled, fluorescence | inhibition, % at 8.3 µM | hit rate 0.15% among 320,000 | AID 2718; in the data active = inhibition above about 26%, passing the limit was not always enough; inconclusive = no clear call, values can overlap the other calls
Target sequence (O15379 whole entry, looked up): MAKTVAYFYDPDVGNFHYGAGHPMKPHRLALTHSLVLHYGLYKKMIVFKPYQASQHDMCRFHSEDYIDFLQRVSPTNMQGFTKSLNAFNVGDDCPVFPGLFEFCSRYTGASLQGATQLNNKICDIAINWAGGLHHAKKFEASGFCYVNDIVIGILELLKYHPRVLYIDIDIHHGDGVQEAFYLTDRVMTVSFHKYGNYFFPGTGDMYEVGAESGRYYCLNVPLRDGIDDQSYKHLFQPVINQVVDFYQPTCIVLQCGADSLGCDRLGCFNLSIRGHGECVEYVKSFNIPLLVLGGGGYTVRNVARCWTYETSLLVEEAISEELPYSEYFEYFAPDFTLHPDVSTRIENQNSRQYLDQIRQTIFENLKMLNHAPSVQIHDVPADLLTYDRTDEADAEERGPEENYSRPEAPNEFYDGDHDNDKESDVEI
HSP90 inh: inhibitors of HSP90 luciferase refolding in rabbit reticulocyte lysate. luciferase refolding luminescence, 3 h. inhibition, % at 5.6 µM. hit rate 0.91% among 290,000. AID 1789;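 active = inhibition above the screen-wide mean plus 3 SD, computed separately per campaign, cut at about 16% in these data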;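 note: 0% = DMSO wells and 100% = 60 µM geldanamycin wells; inhibitors lower the luminescence because luciferase stays unfolded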
GSK3B inh: inhibitors of human GSK3beta kinase | hit rate 0.038% among 300,000 | P49841 | activity score (negative = inhibition), % at 10 µM | GST-GSK3beta kinase, ADP-Glo luminescence, 60 min; active compounds read low;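 active = more than half of replicate wells score below -50%, meaning over 50% inhibition versus plate controls; inconclusive = some replicates but at most half score below -50%; inactive = no replicate scores below -50%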;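 note: 0% = median DMSO wells and -100% = median GW8510 positive control wells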
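Test system: GST-tagged human GSK3beta kinase, cell-free; evaluation: activity score scaled between in-plate DMSO and GW8510 controls; measured by: ADP-Glo luminescence; incubation: 60 min reaction, RT; benchmarks: DMSO and 20 µM GW8510; reagent: peptide substrate plus 25 µM ATP (final); medium: Tris/MgCl2 kinase buffer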
HSF1 inhib: HSF1 inhibition; NIH3T3-HGL HSE-luciferase, MG132-induced, luminescence 8 h; active compounds read low; activity change, negative = inhibition, % at 7.5 µM (by protocol); hit rate 0.77% among 300,000; AID 2098;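 active = more than half of replicate wells show activity change below -50%, luminescence cut by over half; inconclusive = some wells, but at most half, below -50%; inactive = no replicate well below -50%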;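 note: luciferase reports HSF-1 transcriptional activity via heat shock element; 0% = median of DMSO wells and -100% = zero luminescence signal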
DYRK1A inh: blocks rat Dyrk1A kinase activity; Q63470; ADP-Glo luminescence, NFATc1 peptide; inhibition, % at 12.5 µM; hit rate 0.43% among 310,000; AID 504441; in the data active = inhibition above about 50%;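 note: plate controls were vehicle with enzyme for no effect and no enzyme for full effect; many of its hits are not listed in these tables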
GSK3 alpha inh: human GSK-3 alpha kinase inhibition. P49840. ADP-Glo luminescence, 60 min. inhibition, % at 10 µM. hit rate 0.1% among 320,000. AID 2650;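 in the data active = inhibition above about 50%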;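 note: GST-tagged GSK-3 alpha with peptide substrate and 25 µM ATP; 0% = DMSO neutral wells and 100% = GW8510 positive control wells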
Target sequence (P49840 whole entry, looked up): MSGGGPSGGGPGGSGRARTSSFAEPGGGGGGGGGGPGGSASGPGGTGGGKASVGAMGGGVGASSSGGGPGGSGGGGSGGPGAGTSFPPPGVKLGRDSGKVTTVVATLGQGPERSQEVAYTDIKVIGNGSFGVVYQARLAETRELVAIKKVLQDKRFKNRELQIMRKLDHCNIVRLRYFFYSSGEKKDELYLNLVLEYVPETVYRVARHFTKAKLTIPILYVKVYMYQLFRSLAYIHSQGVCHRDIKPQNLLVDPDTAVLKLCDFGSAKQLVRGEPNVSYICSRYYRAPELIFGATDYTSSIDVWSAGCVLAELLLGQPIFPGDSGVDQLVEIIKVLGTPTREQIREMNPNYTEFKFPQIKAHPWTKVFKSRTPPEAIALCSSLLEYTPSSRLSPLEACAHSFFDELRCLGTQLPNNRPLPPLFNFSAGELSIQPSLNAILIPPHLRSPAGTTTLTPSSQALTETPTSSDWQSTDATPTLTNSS
PolyA inhibitor: inhibitors of polyadenylation in S. cerevisiae. S. cerevisiae SKY197-pL101 polyadenylation reporter, beta-gal luminescence; efflux-impaired pdr1/pdr3 knockout yeast; score 100 = 6 SD above DMSO. calls only at 12 µM. hit rate 0.02% among 300,000. AID 1875;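 active = lowest replicate activity score at least 50, where 100 means six control SD above control mean; inconclusive = lowest score under 50 but half or more replicates reach 50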;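 note: yeast exposed to compound for 9 h at 30 °C; higher score means more reporter readthrough which indicates perturbed polyadenylation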
HSF-1 act: increases HSF-1 driven luciferase reporter signal; NIH3T3-HGL HSF-1 luciferase reporter, MG132, 8 h; 100% = twice DMSO control signal; activation, % at 9 µM; hit rate 1.7% among 300,000; AID 504408;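 active = mean replicate activation of at least 50% with a set share of replicates each reaching 50%; inconclusive = only one of those two conditions met; inactive = mean below 50% and too few replicates reaching it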;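 note: 0% = median of the neutral control wells and 100% = twice that signal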
Platelet DG rel: modulates dense granule release in human platelets. human platelet-rich plasma, SFLLRN dense granule ATP release, luminescence. inhibition, %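 (compounds screened at 7.5 µM in platelet-rich plasma)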. hit rate 0.22% among 300,000. AID 1663;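 active = mean replicate score, as percent of positive control, at or above 50; inconclusive = mean below 50 but at least one replicate at or above 50; inactive = mean and every replicate below 50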
* = called active by the depositor; i = inactive; ? = inconclusive; / = not tested or not shown.

SMILES	AI-2 QS modul	HDAC3 inh	HSP90 inh	GSK3B inh	HSF1 inhib	DYRK1A inh	GSK3 alpha inh	PolyA inhibitor	HSF-1 act	Platelet DG rel
O=C(c1cccc([N+](=O)[O-])c1)N1CCCC(C(=O)N2CCCCC2)C1 (centres undefined)	1	-4	-1	-5	1	/	1	i	15	3
O=C(CSc1nc2ccccc2n1CCc1ccccc1)N1CCOCC1	-3	3	0	1	-3	-9	-3	i	2	-12
CN(CC1CCOCC1)C(=O)CC1C(=O)NCCN1CC1CCCCC1 (centres undefined)	13	-3	-1	4	5	-2	-4	i	1	7
N#C/C(=C\c1c(Cl)cccc1Cl)c1nc2ccccc2o1	6	11	-3	1	5	7	1	i	11	-3
Cc1cc(=O)n(C(C)(C)C)c(=O)n1Cc1ccccc1	13	5	-1	-1	-15	-1	-2	i	-35	17
COc1ccc(NC(=O)C2CCCN(c3nn4c(=O)cc(C)nc4s3)C2)cc1 (centres undefined)	31	3	-6	0	-2	0	-1	i	-4	104*
S=C(NCC1CCCO1)N1CCN(c2cccc(Cl)c2)CC1 (centres undefined)	8	1	2	-4	-3	2	5	i	3	-2
Cc1ccc(-n2ncc3c(Nc4c(C)n(C)n(-c5ccccc5)c4=O)ncnc32)c(C)c1	15	-4	-1	0	-1	18	-2	i	6	-5
COc1cc(-c2nnc(SCC(=O)O)n2-c2ccccc2)cc(OC)c1OC	16	0	-2	1	0	-3	1	i	-17	-14
Cc1cc(OCc2ccc(C(=O)n3cccn3)o2)ccc1Cl	14	11	10	0	12	-3	-2	i	8	1
COC(=O)[C@H](CCSC)NC(=O)NCc1ccccc1F	-3	4	4	2	-3	-9	0	i	1	1
N#CC1=C(N)NC(SCC(=O)Nc2ccccc2)=C(C#N)C12CCCC2	23	7	5	5	21	5	-4	i	40	-4
CC(C)(C)NC(=O)C1Cc2ccccc2CN1S(=O)(=O)c1ccc(F)cc1 (centres undefined)	3	6	-3	2	/	-1	1	i	/	1
Cc1ccc(C)c(N2CCN(c3ccc4cc(S(=O)(=O)N5CCCCC5)ccc4n3)CC2)c1	-1	-1	-1	-4	0	-2	-1	i	-5	-15
CCCCn1c(N)c(N(CC(C)C)C(=O)C2CCN(S(=O)(=O)c3ccc(OCC)cc3)CC2)c(=O)[nH]c1=O	5	0	/	1	-5	18	8	i	10	-3
COc1cc(C(=O)Nc2ccc(O)cc2C(=O)O)ccc1OC(C)=O	23	6	1	5	-3	7	-1	i	-1	3
CC(=O)c1ccc(OCCCC(=O)NC2=NCCS2)cc1	10	0	2	-5	-10	/	-4	i	19	-1
CCOc1ccc(NC(=O)CCN2CCCCC2)cc1	11	6	2	0	-5	-4	0	i	2	3
CCS(=O)(=O)N1CCC(C(=O)NCCCN2CCCC2)CC1	20	/	-2	1	-5	-10	-3	i	-8	-2
O=C(O)c1ccc(S(=O)(=O)N2CCCCCC2)cc1	-16	-4	0	2	0	-3	1	i	1	-4
COc1ccc(NC(=O)Cn2c(=O)cnc3ccccc32)cc1S(=O)(=O)N1CCCCC1	-26	3	/	4	1	11	1	i	-3	-1
O=C(CC1(O)C(=O)Nc2ccccc21)c1ccccc1 (centres undefined)	15	-1	2	1	-11	-1	-2	i	-12	?
O=C(CN1CCN(c2ccccn2)CC1)Nc1ccc(OCc2ccccc2)cc1	-5	-9	-2	1	8	4	-4	i	7	10
NC(N)=Nc1nc(CCN2C(=O)c3ccccc3C2=O)cs1	22	0	-4	0	-6	6	/	i	10	-9
CS(=O)(=O)NN1C(=O)c2ccccc2NC1c1cccc(O)c1 (centres undefined)	9	-15	-1	-1	-8	3	-1	i	-11	0
Cc1ccc(C)c(C(=O)COC(=O)c2ccc(Br)o2)c1	15	-1	-5	3	6	-2	-2	i	2	7
COc1cccc(C(=O)Cn2c(NCCCO)nc3ccccc32)c1	9	1	1	2	-2	-1	0	i	-23	2
CC(NC(=O)c1ccc(N)cc1)c1ccccc1 (centres undefined)	1	1	1	3	4	-12	/	i	10	-33
CCn1c(SCC(=O)Nc2nc(C)c(C(=O)OC)s2)nnc1C(C)C	6	2	-3	-6	5	-1	14	i	16	-1
CCCCCOc1ccc(N2C(=O)C(C)CNC2=S)cc1 (centres undefined)	10	4	-4	2	-2	/	-1	i	3	6
CCN(CC)C(=O)C1CCN(CC2CC=CCC2)CC1 (centres undefined)	31	2	1	-4	-7	-7	-1	i	-24	-1
COc1cc(CCC(C)NCc2ccccc2)ccc1O (centres undefined)	-4	-2	3	0	-6	2	2	i	2	-10
O=C(O)CCNC1C=CS(=O)(=O)C1 (centres undefined)	23	10	-1	-6	-10	-7	5	i	-3	-4
COc1cc(C(C(=O)NCC2CCCO2)N(C(=O)Cn2nnc3ccccc32)c2ccc(OC)c(OC)c2)ccc1O (centres undefined)	9	2	-4	5	-4	4	-2	i	-4	17
O=S(=O)(c1cccc(F)c1)N1CCCN(c2ccc(C(F)(F)F)cn2)CC1	-10	4	3	-1	-6	/	0	i	-1	6
COc1ccccc1C(C)NC(=O)Cc1ccsc1 (centres undefined)	0	0	0	1	-2	-4	0	i	6	21
COc1ccccc1NC(=O)/C(=C\c1cccs1)NC(=O)c1ccco1	17	4	-2	-2	23	7	1	i	40	-3
COc1ccc(-c2csc(C3=C(O)CN(Cc4ccc(Cl)cc4)C3=N)n2)cc1OC	17	0	3	0	-1	2	0	i	-4	-5
CCCNC(=O)c1nnsc1Sc1ccc(Cl)cc1	-6	8	-3	-3	12	1	-3	i	42	-1
Cn1nc(-c2ccccc2)c2cc([N+](=O)[O-])ccc21	26	-10	0	1	2	2	2	i	-11	-5
CC1CCC(NC(=O)C(=O)Nc2ccc3c(c2)OCO3)CC1 (centres undefined)	6	-9	1	0	21	5	0	i	34	-6
CSc1nnc(Cc2cc(=O)[nH]c(=O)[nH]2)n1-c1cc(C)ccc1C	21	1	3	-1	3	9	-1	i	2	-4
CCS(=O)(=O)CCSc1nc2c(cc1C#N)CCCC2	0	-6	2	3	13	3	1	i	19	2
CCOc1ccc(C(=O)Nc2ccccc2-c2ccccc2)cc1Cl	26	-2	2	2	7	-2	-2	i	5	7
COc1c(Cl)cc(Cl)cc1CNCCO	23	-4	-1	-1	1	6	-3	i	-4	-2
COc1ccccc1N1C(=O)C2C(c3ccccc3F)NN(C(=O)c3ccc(C)cc3)C2C1=O (centres undefined)	26	6	2	0	-2	13	/	i	3	7
NC(=O)N/N=C/c1c(O)ccc2oc3c(c12)CCCC3	0	2	0	-6	24	15	85*	i	44	-2
Cc1noc(COc2ccccc2OCc2onc(C)c2Cl)c1Cl	10	6	2	-5	1	0	-1	i	-8	-3
O=C(Nc1ccc(Cl)cc1C(=O)Nc1ccccn1)c1ccco1	-8	-1	1	4	0	7	0	i	-2	-5
CC1CN(C(=O)CCC(=O)NCc2ccccc2)c2ccccc2S1 (centres undefined)	20	0	2	1	3	-2	0	i	15	0

Shown as a hit in GSK3 alpha inh (from the list above):
SMILES	AI-2 QS modul	HDAC3 inh	HSP90 inh	GSK3B inh	HSF1 inhib	DYRK1A inh	GSK3 alpha inh	PolyA inhibitor	HSF-1 act	Platelet DG rel
NC(=O)N/N=C/c1c(O)ccc2oc3c(c12)CCCC3	0	2	0	-6	24	15	85*	i	44	-2

(further entries)
SMILES	AI-2 QS modul	HDAC3 inh	HSP90 inh	GSK3B inh	HSF1 inhib	DYRK1A inh	GSK3 alpha inh	PolyA inhibitor	HSF-1 act	Platelet DG rel
C=CCNc1oc(COc2ccc(C)cc2)nc1C#N	78	5	0	0	20	16	/	i	40	-10
O=C(c1ccncc1)N(c1ccc2oc3c(c2c1)CCCC3)S(=O)(=O)c1cccc([N+](=O)[O-])c1	-1	0	-6	1	-1	1	3	i	1	-13
CCC(C(=O)NC1CCCC1)N(C(=O)Cn1nnc(-c2ccc(C)o2)n1)c1ccc(OC)c(OC)c1 (centres undefined)	9	-4	0	-1	0	-7	-1	i	0	-20
Cc1ccc(S(=O)(=O)c2nc(-c3ccco3)oc2N2CCC(C)CC2)cc1	22	-1	-2	-2	0	0	9	i	-20	-9
CCOC(=O)c1c(NC(=O)Cn2nc(C(F)(F)F)cc2C)sc2c1CCC2	46	-5	2	2	5	5	-16	i	4	-7
CN(C)c1ccc(NC(=O)c2ccc(Cn3cc([N+](=O)[O-])cn3)cc2)cc1	9	7	-3	1	6	2	0	i	29	11
CCC1C(=O)NCCN1C(=O)c1ccc(OC)c(OC2CCN(C(C)=O)CC2)c1 (centres undefined)	13	3	-3	-3	2	-13	4	i	1	-4
CCC(C(=O)NC1CCCC1)n1nc(C)n2c(cc3occc32)c1=O (centres undefined)	14	1	-2	-2	-9	-2	-3	i	3	-14
O=C(CC(C(=O)O)C1CCCO1)Nc1cccc(C(F)(F)F)c1 (centres undefined)	17	15	-2	2	2	2	-3	i	-2	1
CC(=O)c1ccc(OCc2cc(C(=O)N3CCC(Oc4ccccc4C)CC3)no2)cc1	61	2	4	1	-1	-2	7	i	1	-2
COc1ccc(-n2nc3c(c2NC(=O)c2ccc(S(=O)(=O)N4CCOCC4)cc2)CS(=O)C3)cc1 (centres undefined)	18	1	-1	1	-6	2	-1	i	-1	8
O=C(Nc1ccc(Oc2cccnc2)cc1)C1CCCCN1Cc1ccc(CO)o1 (centres undefined)	10	17	-1	-2	-4	3	1	i	4	8
Nc1cc(S(=O)(=O)Nc2cc(Cl)ccc2Cl)ccc1N1CCCC1	12	8	4	-2	0	9	-1	i	-8	-3
CN(Cc1ccco1)S(=O)(=O)c1ccc2c(c1)CCN2C(=O)CCC(=O)O	25	-1	-1	0	4	6	-2	i	2	-7
COc1cccc(Nc2nc3ccccc3nc2-n2nc(C)cc2C)c1	1	5	0	2	-2	-1	0	i	14	8
Cc1cccc(-n2nc(C)cc2N)c1	6	0	0	2	-20	8	1	i	-16	-1
CN(c1ccccc1)S(=O)(=O)c1cc(C(=O)OCC(N)=O)ccc1Cl	19	-1	0	-5	16	1	-3	i	19	8
CCc1ccccc1Nc1nc2ccccc2n1C	22	-7	1	1	4	2	-1	i	26	1
Cc1cccc(C)c1NC(=S)N=Nc1c(O)n(C)c2ccc(S(=O)(=O)N3CCOCC3)cc12	13	0	-4	1	-15	5	-1	i	-6	-4

Some entries already given, reduced to HSF1 inhib:
Structure	HSF1 inhib
CS(=O)(=O)NN1C(=O)c2ccccc2NC1c1cccc(O)c1 (centres undefined)	-8
Cc1ccc(C)c(C(=O)COC(=O)c2ccc(Br)o2)c1	6
COc1cccc(C(=O)Cn2c(NCCCO)nc3ccccc32)c1	-2

Only part of the results is shown; count on the stated rates, not on these rows.
